Screening data: PubChem, Broad Institute
NSD2 inh: inhibitors of human NSD2, primary screen, biochemical, plate reader, single point | 44,000 compounds, 0.07% hits | NSD2-SET H3K36me1 DELFIA fluorescence | inhibition, % at 12.5 µM | Histone-lysine N-methyltransferase NSD2 (Homo sapiens), O96028; in the data active = inhibition above about 54%, passing the limit was not always enough;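 also: inhibitors reduce the monomethyl H3K36 fluorescence signal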
Target sequence (O96028 whole entry, looked up): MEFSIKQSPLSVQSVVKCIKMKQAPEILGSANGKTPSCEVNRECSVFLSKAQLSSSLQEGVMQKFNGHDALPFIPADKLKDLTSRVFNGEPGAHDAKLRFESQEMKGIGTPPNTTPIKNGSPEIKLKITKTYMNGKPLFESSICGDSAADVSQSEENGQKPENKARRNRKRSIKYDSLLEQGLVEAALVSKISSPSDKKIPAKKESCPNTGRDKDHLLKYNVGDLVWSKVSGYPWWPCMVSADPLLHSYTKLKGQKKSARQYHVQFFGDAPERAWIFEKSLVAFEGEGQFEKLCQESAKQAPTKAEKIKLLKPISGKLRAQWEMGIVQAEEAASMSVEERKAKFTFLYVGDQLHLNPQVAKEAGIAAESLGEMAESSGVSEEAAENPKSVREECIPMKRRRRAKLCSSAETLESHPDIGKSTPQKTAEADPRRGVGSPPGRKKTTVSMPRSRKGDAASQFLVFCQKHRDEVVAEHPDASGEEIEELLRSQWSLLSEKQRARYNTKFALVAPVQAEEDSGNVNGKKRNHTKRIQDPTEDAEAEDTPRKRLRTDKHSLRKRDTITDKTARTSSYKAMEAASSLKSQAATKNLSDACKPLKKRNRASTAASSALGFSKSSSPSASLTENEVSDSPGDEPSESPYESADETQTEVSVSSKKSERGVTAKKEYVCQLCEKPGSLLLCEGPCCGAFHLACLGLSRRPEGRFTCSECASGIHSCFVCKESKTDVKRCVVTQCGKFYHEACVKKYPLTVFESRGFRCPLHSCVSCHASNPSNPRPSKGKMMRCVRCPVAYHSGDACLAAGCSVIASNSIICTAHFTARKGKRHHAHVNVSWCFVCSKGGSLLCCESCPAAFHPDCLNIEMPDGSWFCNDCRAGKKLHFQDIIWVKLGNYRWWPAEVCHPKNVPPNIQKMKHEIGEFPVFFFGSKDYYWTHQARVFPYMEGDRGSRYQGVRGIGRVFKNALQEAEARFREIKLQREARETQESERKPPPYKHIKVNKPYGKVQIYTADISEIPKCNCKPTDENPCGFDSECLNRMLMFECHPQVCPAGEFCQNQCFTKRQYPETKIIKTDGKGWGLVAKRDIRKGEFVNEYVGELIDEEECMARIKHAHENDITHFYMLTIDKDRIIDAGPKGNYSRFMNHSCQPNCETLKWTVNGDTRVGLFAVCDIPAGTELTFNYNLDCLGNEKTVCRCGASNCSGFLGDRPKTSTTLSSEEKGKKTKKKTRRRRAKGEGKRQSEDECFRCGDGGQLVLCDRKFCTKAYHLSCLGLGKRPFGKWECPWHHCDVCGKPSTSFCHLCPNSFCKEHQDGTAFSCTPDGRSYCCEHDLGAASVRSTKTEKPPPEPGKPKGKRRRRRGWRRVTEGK
* hit, by the source's call.

NSD2 inh | SMILES
3 | C[C@@H]1CN([C@@H](C)CO)C(=O)Cc2cc(NC(=O)CCCCCC(=O)Nc3ccccc3N)ccc2O[C@@H]1CN(C)Cc1ccc(-c2ccccc2)cc1
-2 | C[C@@H]1CCCCO[C@@H](CN(C)Cc2ccc(C(F)(F)F)cc2)[C@@H](C)CN([C@H](C)CO)C(=O)c2cc(NC(=O)NC3CCCCC3)ccc2O1
1 | CCc1cccc2c(CCNC(=O)COc3ccc(F)cc3F)c(C)[nH]c12
3 | C[C@@H]1CN([C@@H](C)CO)S(=O)(=O)c2ccc(-c3ccccc3)cc2O[C@@H]1CN(C)CC1CC1
-6 | C[C@@H]1CN([C@@H](C)CO)C(=O)Cc2cc(NS(C)(=O)=O)ccc2O[C@@H]1CN(C)C(=O)NC1CCCCC1
-2 | C[C@@H]1CN([C@@H](C)CO)S(=O)(=O)c2ccc(-c3cccc(F)c3)cc2O[C@@H]1CN(C)S(C)(=O)=O
-4 | C[C@@H]1CN([C@H](C)CO)S(=O)(=O)c2ccc(-c3cccc(F)c3)cc2O[C@H]1CN(C)C(=O)c1cccc(F)c1
-2 | C[C@H](CO)N1C[C@H](C)[C@@H](CN(C)Cc2ccccc2)Oc2ncc(-c3cccc(C#N)c3)cc2C1=O

Arranged by length of the SMILES (falling): 6 of the compounds above
NSD2 inh | SMILES
-2 | C[C@@H]1CCCCO[C@@H](CN(C)Cc2ccc(C(F)(F)F)cc2)[C@@H](C)CN([C@H](C)CO)C(=O)c2cc(NC(=O)NC3CCCCC3)ccc2O1
3 | C[C@@H]1CN([C@@H](C)CO)C(=O)Cc2cc(NC(=O)CCCCCC(=O)Nc3ccccc3N)ccc2O[C@@H]1CN(C)Cc1ccc(-c2ccccc2)cc1
-4 | C[C@@H]1CN([C@H](C)CO)S(=O)(=O)c2ccc(-c3cccc(F)c3)cc2O[C@H]1CN(C)C(=O)c1cccc(F)c1
-2 | C[C@@H]1CN([C@@H](C)CO)S(=O)(=O)c2ccc(-c3cccc(F)c3)cc2O[C@@H]1CN(C)S(C)(=O)=O
-2 | C[C@H](CO)N1C[C@H](C)[C@@H](CN(C)Cc2ccccc2)Oc2ncc(-c3cccc(C#N)c3)cc2C1=O
3 | C[C@@H]1CN([C@@H](C)CO)S(=O)(=O)c2ccc(-c3ccccc3)cc2O[C@@H]1CN(C)CC1CC1

Going on with the list.
NSD2 inh | SMILES
2 | C[C@H]1CN([C@@H](C)CO)C(=O)c2cc(NC(=O)C3CC3)ccc2O[C@@H]1CN(C)Cc1ccncc1
3 | C[C@@H]1CCCCO[C@@H](CN(C)CC2CCCCC2)[C@@H](C)CN([C@H](C)CO)C(=O)c2cc(NS(=O)(=O)c3ccc(Cl)cc3)ccc2O1
4 | C[C@H](CO)N1C[C@H](C)[C@H](CN(C)Cc2ccncc2)Oc2ncc(C#CC3CCCC3)cc2C1=O
0 | C[C@H](CO)N1C[C@H](C)[C@H](CN(C)C(=O)Nc2ccccc2)Oc2ccc(NC(=O)Nc3ccc(F)cc3)cc2C1=O
-2 | O=C(C[C@@H]1C=C[C@@H](NS(=O)(=O)c2cccc(F)c2)[C@@H](CO)O1)N1CCCCC1
-1 | CNC[C@@H]1Oc2c(NC(=O)Nc3ccc(C(F)(F)F)cc3)cccc2C(=O)N([C@H](C)CO)C[C@H]1C
5 | Cc1noc(C)c1NC(=O)N(C)C[C@H]1Oc2ccc(NC(=O)Cn3cnnn3)cc2CC(=O)N([C@H](C)CO)C[C@@H]1C
2 | C[C@H](CO)N1C[C@H](C)[C@@H](CN(C)Cc2ccncc2)OCCCC[C@H](C)Oc2ccc(NC(=O)Nc3ccc(C(F)(F)F)cc3)cc2C1=O
-7 | C[C@H]1CN([C@@H](C)CO)C(=O)Cc2cc(NC(=O)Cc3cn(C)c4ccccc34)ccc2O[C@H]1CN(C)C(=O)Nc1ccc(C(F)(F)F)cc1
4 | C[C@@H]1CN([C@H](C)CO)C(=O)c2cccc(NC(=O)C3CC3)c2O[C@H]1CN(C)C(=O)Nc1ccc2c(c1)OCO2
-3 | FC(F)(F)c1ccc2nc(SCc3ccc(Br)cc3)[nH]c2c1
2 | C[C@@H]1CCCCO[C@@H](CN(C)Cc2ccncc2)[C@H](C)CN([C@H](C)CO)C(=O)c2cc(NS(=O)(=O)c3cn(C)cn3)ccc2O1
1 | CC1(C)[C@H]2CC=C(/C=N\NC(=O)c3cccc(C(=O)NO)c3)[C@@H]1C2
-3 | Cc1ccc(-c2cnc3c(c2)C(=O)N([C@H](C)CO)C[C@@H](C)[C@@H](CN(C)CC2CCCC2)O3)cc1
1 | C[C@H](CO)N1C[C@H](C)[C@H](CN(C)S(C)(=O)=O)Oc2ccc(NS(C)(=O)=O)cc2C1=O
-8 | C[C@@H]1CN([C@H](C)CO)S(=O)(=O)c2ccc(-c3ccccc3)cc2O[C@@H]1CN(C)S(=O)(=O)c1ccccc1F
-7 | Cc1noc(C)c1NC(=O)N(C)C[C@@H]1OCCCC[C@H](C)Oc2ccc(NC(=O)Nc3ccc(C(F)(F)F)cc3)cc2C(=O)N([C@@H](C)CO)C[C@@H]1C
-1 | C[C@H]1CN([C@@H](C)CO)C(=O)Cc2cc(NC(=O)Cc3cn(C)c4ccccc34)ccc2O[C@@H]1CN(C)Cc1ccc(Oc2ccccc2)cc1
-6 | CC(C)NC(=O)N(C)C[C@@H]1Oc2ccc(NC(=O)CCN3CCOCC3)cc2C(=O)N([C@@H](C)CO)C[C@@H]1C
-1 | COc1ccc(S(=O)(=O)Nc2ccc3c(c2)C(=O)N([C@@H](C)CO)C[C@@H](C)[C@@H](CN(C)Cc2ccc4c(c2)OCO4)O3)cc1
0 | O=C(C[C@@H]1CC[C@H](NC(=O)c2ccncc2)[C@H](CO)O1)NCC1CC1
3 | Cc1noc(C)c1S(=O)(=O)Nc1ccc2c(c1)C(=O)N([C@@H](C)CO)C[C@@H](C)[C@H](CN(C)Cc1ccc(C(=O)Nc3ccccc3N)cc1)O2
-10 | COc1ccccc1-c1ccc2c(c1)O[C@@H](CN(C)S(=O)(=O)c1ccc(F)cc1)[C@@H](C)CN([C@H](C)CO)S2(=O)=O
4 | CNC[C@H]1Oc2ccc(NS(=O)(=O)c3ccc(Cl)cc3)cc2C(=O)N([C@@H](C)CO)C[C@@H]1C
1 | C[C@@H]1CN([C@H](C)CO)C(=O)c2cc(C3=CCCC3)cnc2O[C@@H]1CN(C)Cc1ccc(F)cc1
3 | C[C@@H]1CCCCO[C@H](CN(C)S(C)(=O)=O)[C@@H](C)CN([C@@H](C)CO)C(=O)c2cc(NS(C)(=O)=O)ccc2O1
9 | C[C@@H]1CCCCO[C@H](CN(C)C(=O)Nc2ccc(C(F)(F)F)cc2)[C@@H](C)CN([C@H](C)CO)C(=O)c2cc(NS(C)(=O)=O)ccc2O1
-15 | COc1ccc(NC(=O)Nc2ccc3c(c2)[C@@H]2C[C@@H](CC(=O)NCc4ccccn4)O[C@@H](CO)[C@@H]2O3)cc1
-10 | CC(C)NC(=O)Nc1ccc2c(c1)C(=O)N([C@H](C)CO)C[C@H](C)[C@@H](CN(C)C(=O)Nc1ccc(F)cc1)OCCCC[C@H](C)O2
1 | CC(C)NC(=O)N(C)C[C@@H]1Oc2ncc(C#Cc3cccc(F)c3)cc2C(=O)N([C@H](C)CO)C[C@@H]1C
7 | Cc1ccc(S(=O)(=O)N(C)C[C@@H]2Oc3ccc(NC(=O)c4ccncc4)cc3CC(=O)N([C@@H](C)CO)C[C@@H]2C)cc1
10 | C[C@H](CO)N1C[C@H](C)[C@H](CN(C)CC2CC2)OCCCC[C@H](C)Oc2ccc(NC(=O)Nc3cccc4ccccc34)cc2C1=O
6 | C[C@@H]1CCCCO[C@@H](CN(C)C(=O)C2CCCCC2)[C@H](C)CN([C@H](C)CO)C(=O)c2cc(NC(=O)Nc3cccc4ccccc34)ccc2O1
-13 | COc1ccccc1-c1cnc2c(c1)C(=O)N([C@H](C)CO)C[C@@H](C)[C@H](CN(C)Cc1cccnc1)O2
-1 | C[C@@H]1CCCCO[C@H](CN(C)C(=O)NC2CCCCC2)[C@@H](C)CN([C@H](C)CO)C(=O)c2cc(NC(=O)Cc3ccccc3)ccc2O1
6 | COc1ccc(NC(=O)N(C)C[C@H]2OCCCC[C@H](C)Oc3ccc(NC(=O)NC4CCCCC4)cc3C(=O)N([C@@H](C)CO)C[C@H]2C)cc1
-7 | CC(=O)N(Cc1ccc(C(C)C)cc1)c1ccc2oc(-c3ccccc3)nc2c1
1 | C/C=C/c1ccc2c(c1)O[C@H](CN(C)C(=O)NCCC)[C@H](C)CN([C@H](C)CO)S2(=O)=O
1 | C[C@H]1CN([C@@H](C)CO)C(=O)Cc2cc(NC(=O)Cn3cnnn3)ccc2O[C@H]1CN(C)C(=O)Nc1cccc2ccccc12
14 | CN(C)CCCN1c2ccccc2CCc2ccc(Cl)cc21
-4 | C[C@H](CO)N1C[C@H](C)[C@@H](CN(C)Cc2ccc(Cl)c(Cl)c2)Oc2c(NC(=O)C3CC3)cccc2C1=O
9 | C[C@H]1CN([C@@H](C)CO)C(=O)c2cccc(NC(=O)c3cnccn3)c2O[C@H]1CN(C)Cc1ccc(Cl)c(Cl)c1
-8 | C[C@H]1CN([C@@H](C)CO)C(=O)Cc2cc(NS(=O)(=O)c3ccc(F)cc3)ccc2O[C@@H]1CN(C)C(=O)Nc1ccc(C(F)(F)F)cc1
-2 | C[C@@H]1CN([C@@H](C)CO)C(=O)c2cccc(NS(=O)(=O)c3ccc(Cl)cc3)c2O[C@H]1CN(C)S(=O)(=O)c1cccs1
6 | COc1ccc(-c2cnc3c(c2)C(=O)N([C@H](C)CO)C[C@@H](C)[C@H](CN(C)C(=O)Cc2cccnc2)O3)cc1
7 | C[C@@H]1CN([C@@H](C)CO)C(=O)c2cc(NS(C)(=O)=O)ccc2O[C@H]1CN(C)S(=O)(=O)c1ccc(F)cc1
3 | CCO[C@H]1OC(C(=O)N2CCOCC2)=C[C@@H](C)[C@@H]1CCCO
4 | COCCNC(=O)C[C@H]1C[C@H]2c3cc(NC(=O)Nc4ccccc4)ccc3O[C@H]2[C@H](CO)O1
5 | CCCn1c(=O)c2[nH]c(C3CCCC3)nc2n(CCC)c1=O
-2 | COc1ccccc1S(=O)(=O)N(C)C[C@@H]1OCc2ccccc2-c2c(n(C)c3ccccc23)C(=O)N([C@@H](C)CO)C[C@@H]1C
-1 | C[C@H]1CN([C@@H](C)CO)C(=O)c2cc(NC(=O)Nc3ccc(F)cc3)ccc2O[C@@H]1CN(C)C(=O)Nc1cccc2ccccc12
-9 | Cc1ccccc1-c1cnc2c(c1)C(=O)N([C@H](C)CO)C[C@@H](C)[C@H](CN(C)C(=O)c1ccc(F)cc1)O2
3 | C[C@@H]1CN([C@@H](C)CO)C(=O)Cc2cc(NC(=O)Cc3ccccc3)ccc2O[C@H]1CN(C)C(=O)Nc1ccc2c(c1)OCO2
-12 | C[C@H]1CN([C@@H](C)CO)C(=O)Cc2cc(NC(=O)Nc3ccc(F)cc3)ccc2O[C@H]1CN(C)C(=O)Nc1ccc(C(F)(F)F)cc1
1 | CN/C=C1\C(=O)C(C)(C)Oc2ccc3ccc(=O)oc3c21
12 | C[C@H]1CN([C@@H](C)CO)C(=O)c2cc(NS(=O)(=O)c3cn(C)cn3)ccc2O[C@H]1CN(C)Cc1ccccc1

Later entries:
NSD2 inh | SMILES
4 | O=C(O)CSc1nc2ccccc2n1CC(=O)O
-2 | C[C@@H]1CN([C@H](C)CO)C(=O)c2cc(N(C)C)ccc2O[C@@H](C)CCCCO[C@@H]1CN(C)Cc1ccncc1
-4 | C[C@H]1CN([C@@H](C)CO)C(=O)c2cccc(NC(=O)Nc3ccccc3)c2O[C@@H]1CN(C)C(=O)Nc1ccc(F)cc1
25 | C[C@H](CO)N1C[C@H](C)[C@H](CN(C)Cc2ccncc2)Oc2c(NC(=O)Nc3cccc4ccccc34)cccc2C1=O
2 | C[C@H](CO)N1C[C@H](C)[C@@H](CN(C)S(C)(=O)=O)Oc2ccc(NC(=O)Cc3ccccc3)cc2CC1=O
0 | CC(C)CC#Cc1ccc2c(c1)O[C@H](CN(C)S(C)(=O)=O)[C@H](C)CN([C@H](C)CO)S2(=O)=O
0 | C[C@H]1CN([C@@H](C)CO)C(=O)c2cccc(NS(C)(=O)=O)c2O[C@@H]1CN(C)Cc1ccc2c(c1)OCO2
-2 | CCO[C@H]1OC(C(=O)NC2CC2)=C[C@@H](c2coc3ccccc3c2=O)[C@@H]1CCCO

Continued, overlapping the part above by 3 compounds.
NSD2 inh | SMILES
0 | CC(C)CC#Cc1ccc2c(c1)O[C@H](CN(C)S(C)(=O)=O)[C@H](C)CN([C@H](C)CO)S2(=O)=O
0 | C[C@H]1CN([C@@H](C)CO)C(=O)c2cccc(NS(C)(=O)=O)c2O[C@@H]1CN(C)Cc1ccc2c(c1)OCO2
-2 | CCO[C@H]1OC(C(=O)NC2CC2)=C[C@@H](c2coc3ccccc3c2=O)[C@@H]1CCCO
0 | C[C@@H]1CN([C@H](C)CO)C(=O)Cc2cc(NC(=O)Cc3cn(C)c4ccccc34)ccc2O[C@H]1CN(C)Cc1ccc(C(=O)O)cc1
3 | CCC(=O)N(C)C[C@@H]1Oc2ncc(-c3ccc(F)cc3)cc2C(=O)N([C@H](C)CO)C[C@H]1C
1 | C[C@@H]1CN([C@@H](C)CO)C(=O)c2cc(-c3ccccc3)cnc2O[C@@H]1CN(C)Cc1cccnc1
-9 | C[C@H]1CN([C@@H](C)CO)C(=O)Cc2cc(NC(=O)Nc3ccc(F)cc3)ccc2O[C@H]1CN(C)S(=O)(=O)c1ccc(F)cc1
-2 | Cc1noc(C)c1S(=O)(=O)N(C)C[C@@H]1OCCCC[C@@H](C)Oc2ccc(NC(=O)Nc3cccc4ccccc34)cc2C(=O)N([C@H](C)CO)C[C@@H]1C
39 | C[C@@H]1CN([C@H](C)CO)C(=O)c2cc(NS(=O)(=O)c3cn(C)cn3)ccc2O[C@@H](C)CCCCO[C@H]1CN(C)C
0 | C[C@@H]1CCCCO[C@@H](CN(C)C(=O)Nc2cccc3ccccc23)[C@@H](C)CN([C@H](C)CO)C(=O)c2cc(NS(=O)(=O)c3ccc(F)cc3)ccc2O1

An excerpt, so the mix of outcomes need not match the whole.
